Assay outcomes deposited in PubChem BioAssay by several laboratories.
PLAP inhibitors HTS – PLAP enzyme inhibitors, biochemical, luminescence, HTS (AID 690); inhibition, % at 20 µM; hits with a dose series show IC50 in µM; purified PLAP, luminescent substrate; higher % means a stronger effect; actives 0.08% (n = 96,000); in the data active = a potency from the dose series; inactive = the rest, 99 in 100 with inhibition below about 30%; note: strong numbers were not always called active
MRP reversal – compounds reversing MRP-mediated drug resistance. H69AR cells + 2 uM doxorubicin, CellTiter-Glo, 72 h. differential viability (reversal), % at 10 µM. actives 0.04% (n = 85,000). AID 602;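 active = viability drop by adding the cancer drug above about 55%, with treated viability meeting a 40% cutoff, limit read from the data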;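 note: viability without doxorubicin minus viability with 2 µM doxorubicin for each compound; larger differential means the compound sensitizes cells more to doxorubicin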
Bcl-B TR3 displacers – displacers of TR3 peptide from Bcl-B, primary screen, selectivity assay for Bfl-1 inhibitor project, biochemical, fluorescence polarization; one-dose displacement, % at 20 µM; IC50 in µM for titrated hits; actives 0.11% (n = 96,000); AID 748; FP displacement of FITC-TR3 peptide from Bcl-B; higher % means a stronger effect;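 active = displacement above 50% at 20 µM plus a fluorescence interference ratio under 1.5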;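 note: plate controls were wells without compound for no effect and wells lacking Bcl-B protein for full effect; a part of the inactive calls stands beside numbers as strong as those of hits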
NFkB transloc inh – blocks IL-1B driven NFkB nuclear translocation in HUVEC cells | HUVEC IL-1B NFkB p65 nuclear translocation imaging | inhibition, % at 2 µM | actives 0.43% (n = 94,000) | AID 796;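 active = inhibition above about 30% together with a positive call from visual inspection of the well image, limit read from the data; inconclusive = inhibition above a set limit but visual check negative; inactive = inhibition not above a set limit, visual check negative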;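 note: nuclear over cytoplasmic p65 intensity ratio measured by imaging; 0% = IL-1B stimulated DMSO wells and 100% = unstimulated DMSO wells; values of inactives mirror those of a sister screen read the other way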
IL1B NFkB pot – enhances IL-1B driven NFkB nuclear translocation. HUVEC IL-1B NFkB p65 nuclear translocation imaging. activation, % at 2 µM. actives 0.3% (n = 94,000). AID 819;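 active = activation above 40%, about the mean plus 3 SD, also judged a hit on visual image review; inconclusive = activation above 40% but not a hit on visual review; inactive = activation not above 40% and no visual hit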;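 note: percent activation is computed from the nuclear over cytoplasmic p65 intensity ratio; values of inactives mirror those of a sister screen read the other way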
MRP reversal cytotoxicity – further read-out of MRP reversal, marked with its call; viability, %; H69AR cells, CellTiter-Glo, 72 h; measured here: cytotoxicity without doxorubicin
MRP reversal with doxorubicin – second read-out of MRP reversal, no call of its own (marks repeat the call); viability, %; measured here: viability with 2 uM doxorubicin; hits give low values
NFkB transloc inh cell count 2 µM – recorded beside NFkB transloc inh, whose call it bears; cell count; measured here: cells passing quality filter;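 raw number of nuclei counted in each imaged well without normalization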
IL1B NFkB pot cell count 2 µM – also measured in IL1B NFkB pot; calls as there; cell count; measured here: cells passing quality filter
Active calls of the source: *; ? = inconclusive; · = not tested or not shown. Not all compounds are listed. The share of hits here may be higher or lower than overall.

SMILES	PLAP inhibitors HTS	MRP reversal	MRP reversal cytotoxicity	MRP reversal with doxorubicin	Bcl-B TR3 displacers	NFkB transloc inh	NFkB transloc inh cell count 2 µM	IL1B NFkB pot	IL1B NFkB pot cell count 2 µM
CCOc1cc(NC(=O)C2CCCO2)c(OCC)cc1NC(=O)C1CC1 (stereo not drawn)	-29%	-2	70	72	-2%	-19	144	19	144
Cn1c(=O)[nH]c(=O)c2c1nc(N1CCCC1)n2CCSc1nc2ccccc2[nH]1	26%	·	·	·	0%	-14	158	14	158
O=C(O)CCCC(=O)Nc1ccccc1Br	7%	-13	89	102	-4%	-6	85	6	85
CCn1c(SCC(=O)Nc2cc(OC)ccc2OC)nnc1C1CCCCC1	-72%	-11	85	97	-3%	-1	186	1	186
CCOC(=O)Nc1cccc(Cl)c1C	4%	·	·	·	10%	6	167	-6	167
COc1ccc(C2(CNC(=O)c3ccc(OC)c([N+](=O)[O-])c3)CCOCC2)cc1OC	-9%	·	·	·	0%	2	125	-2	125
CCOC(=O)Nc1sc2c(c1C(=O)OCC)CCC2	-1%	2	97	95	-6%	-2	54	2	54
CCc1ccccc1NC(=O)CC(O)(C(=O)OC)C(F)(F)F (stereo not drawn)	0%	18	96	78	-4%	-21	126	21	126
CCCN(CCC)CCNC(=O)C(NS(=O)(=O)c1ccc2c(c1)CCC(=O)N2)c1ccccc1 (stereo not drawn)	-6%	7	98	90	-3%	2	144	-2	144
CC(C)CC(NC(=O)c1ccccc1)C(=O)OCC(=O)Nc1ccc(Br)cn1 (stereo not drawn)	14%	·	·	·	-5%	-13	187	13	187
O=S(=O)(c1ccc(Cl)cc1)n1ccc(-c2cccc(OCc3c(F)cccc3Cl)c2)n1	22%	·	·	·	5%	6	172	-6	172
Cc1ccc(C(=O)n2nc(-c3ccco3)nc2N)cc1	3%	-2	96	98	7%	-6	147	6	147
CCOC(=O)CSc1nc(N)c(C(=O)Nc2ccc(N(C)C)cc2)s1	-16%	4	77	73	14%	-18	122	18	122
COc1ccc(N(CC(=O)NCc2cccc(OC)c2)S(=O)(=O)c2c(C)noc2C)cc1	4%	20	89	69	-7%	-33	155	33	155
CCCCc1[nH]c(=O)c(C#N)c2c1CSC(C)(C)C2	-54%	-3	83	86	18%	-42	119	?	·
Cc1cc(C)c(C(=O)COC(=O)[C@H](C)Nc2ccc(C(F)(F)F)cc2[N+](=O)[O-])c(C)c1	12%	·	·	·	-68%	-10	152	10	152
CCCCNc1ncnc2c1cnn2-c1ccc(Cl)cc1	-16%	-37	19	55	12%	·	·	·	·
COC(=O)C(C)Sc1nc2c(c(=O)n1-c1ccccc1)SCC2 (stereo not drawn)	-27%	-4	71	75	-5%	·	·	·	·
CCC(=O)Nc1ccc(N2CCN(Cc3ccccc3)CC2)cc1	-8%	-5	98	103	2%	4	110	-4	110
COc1ccc(C(=O)Nc2nc(-c3ccc([N+](=O)[O-])cc3)c(-c3ccccc3)s2)cc1	·	·	·	·	·	2	109	-2	109
CN(C)c1ccc(N/C=C/C(=O)c2ccco2)cc1	26%	0	65	65	0%	-9	140	3	55
O=C(COC(=O)c1cc(S(=O)(=O)N2CCOCC2)ccc1Cl)Nc1ccc2c(c1)OCO2	-1%	17	90	73	1%	·	·	·	·
COc1ccc(OC)c2c1CC(C)(C)NC2=O	12%	-5	91	96	0%	·	·	·	·
O=C(COc1nsnc1N1CCOCC1)N1CCOCC1	-4%	11	104	94	-8%	-9	76	9	76
O=C(Nc1nccs1)c1ccc(COc2ccc(F)cc2)o1	8%	·	·	·	-10%	6	177	-6	177

More structures:
SMILES	PLAP inhibitors HTS	MRP reversal	MRP reversal cytotoxicity	MRP reversal with doxorubicin	Bcl-B TR3 displacers	NFkB transloc inh	NFkB transloc inh cell count 2 µM	IL1B NFkB pot	IL1B NFkB pot cell count 2 µM
CCOC(=O)c1c(C)[nH]c(C)c1C(=O)COC(=O)c1cccc(S(=O)(=O)N(CC)CC)c1	-46%	-3	70	73	-6%	9	146	-9	146
Cc1ccccc1NS(=O)(=O)c1ccc(OCC(=O)N2CCCCC2)cc1	1%	-1	93	94	3%	1	74	-1	74
Cc1ccc(CNc2nc(C)nc3sc4c(c23)CCC4)cc1	-5%	-8	76	84	-22%	-8	178	8	178
Oc1ccccc1C(=S)N1CCCCCC1	4%	10	103	93	-2%	-13	129	13	129
CC(C)Cc1nc(N2CCOCC2)c(C#N)c2c1COC(C)(C)C2	-22%	-11	64	75	-3%	-26	102	26	102
CCOC(=O)CC1=Nc2ccccc2NC(=O)C1	6%	-9	103	113	-3%	·	·	·	·
CC(=O)Oc1ccc2cc(-c3nc4ccccc4n3C)c(=O)oc2c1	-16%	·	·	·	12%	11	77	-11	77
CCOC(=O)c1cccc(NC(=O)CSc2nc3cccnc3n2C)c1	26%	11	82	71	-7%	-11	188	11	188
COc1ccc(CNC(=O)C2CC(c3cccc(OC)c3)=NO2)cc1 (stereo not drawn)	9%	12	90	77	5%	3	172	-3	172
COC(=O)C(=O)Nc1nnc(COc2ccccc2)s1	-23%	2	92	91	1%	7	131	-7	131
O=C(Nc1ccccc1-c1nnn(CC(=O)N2CCN(c3ccccc3)CC2)n1)c1cccs1	-46%	2	70	68	-16%	-21	96	21	96
O=C(O)CN1C(=O)C2C3C=CC(C3)C2C1=O (stereo not drawn)	-3%	6	100	94	-2%	·	·	·	·
O=C(CNCC1CCCO1)N1CCCc2ccccc21 (stereo not drawn)	-9%	-1	91	92	-11%	1	115	-1	115
CCCN1C(=O)C(O)(C2CC(=O)CC(C)(C)O2)c2ccccc21 (stereo not drawn)	18%	-10	23	33	-2%	20	104	-19	104
CN(c1ccc(OCC(=O)NC2CCCC2)cc1)S(=O)(=O)c1cccs1	26%	·	·	·	-2%	-8	171	8	171
COc1nc(NCCN2CCOCC2)nc(Nc2ccccc2)n1	-53%	16	93	77	0%	11	164	-11	164
Cc1nc(C)c(C(=O)C2=C(O)C(=O)N(CCCn3ccnc3)C2c2ccccc2)s1 (stereo not drawn)	-66%	·	·	·	-1%	-15	114	15	114
CCN(CC(O)Cn1c2ccccc2c2ccccc21)S(=O)(=O)c1ccc(C)cc1 (stereo not drawn)	-95%	-32	27	59	2%	-8	167	8	167
COC(=O)C(=O)/C=C(\O)c1ccc(C)cc1	-6%	·	·	·	-28%	7	118	3	128
CCn1c2ccccc2c2cc(NC(=O)C(C)Oc3ccc(OC)cc3)ccc21 (stereo not drawn)	-4%	·	·	·	-1%	-11	161	11	161
Nc1nonc1-c1noc(-c2ccccc2Br)n1	-6%	7	94	87	-6%	-19	114	19	114
CCC(C)[C@H](NC(=O)NC1CCCc2ccccc21)C(=O)O (stereo partly drawn)	-6%	1	84	82	1%	12	180	-11	180
COc1cccc(OC)c1C(=O)Nc1ccc(CN2CCOCC2)cc1	-26%	-6	87	93	4%	-5	100	5	100
Cc1ccc2nc(-c3ccc(SCC(=O)O)nc3)[nH]c2c1	8%	·	·	·	1%	4	157	-4	157
c1ccc(CSc2nnc([C@@H]3CCCN3)o2)cc1	4%	1	104	103	-35%	-12	159	12	159

Additional structures follow:
SMILES	PLAP inhibitors HTS	MRP reversal	MRP reversal cytotoxicity	MRP reversal with doxorubicin	Bcl-B TR3 displacers	NFkB transloc inh	NFkB transloc inh cell count 2 µM	IL1B NFkB pot	IL1B NFkB pot cell count 2 µM
CC(C)(C)c1cc(NC(=O)c2cc(F)c(F)c(F)c2F)no1	16%	-25	35	60	-14%	·	·	·	·
O=C(NCCOC(=O)c1ccc(Cl)c(S(=O)(=O)N2CCCCC2)c1)c1ccncc1	-49%	6	95	89	2%	-4	136	4	136
COc1ccc(C)cc1NC(=O)CCN1CCCC1	-16%	6	97	91	-5%	-20	145	20	145
COc1ccccc1N1CCN(C(=O)CSc2nnc(NC(=O)C3CC3)s2)CC1	-52%	18	97	79	11%	4	111	-3	111
O=C(Nc1cccc(N2CCCC2)c1)c1cccs1	16%	-3	80	83	-1%	-1	107	1	107
CCN(CC)C1=CC(=O)OC12CCCCC2	-5%	-15	99	114	3%	-11	143	11	143
O=c1[nH]c(Cc2cccs2)nc2ccccc12	-6%	13	97	85	-15%	1	87	-1	87
COC(=O)c1cc(-c2ccccc2)n[nH]1	-7%	-18	99	118	-5%	7	131	-7	131
CCOc1ccc(NC(=S)N(Cc2ccc(Cl)cc2)Cc2ccco2)cc1	-1%	·	·	·	7%	10	95	-10	95
CCOc1cc2[nH]c(=S)n(CCCC(=O)NCc3ccco3)c(=O)c2cc1OCC	-10%	15	96	81	-10%	-1	134	1	134
CCCN1CCN(CCCNC(=O)CN2C(=O)COc3ccccc32)CC1	-20%	4	88	84	4%	·	·	·	·
Cc1ccc(CNC(=O)c2ccc(Br)o2)cc1	-10%	-11	84	95	0%	-6	104	8	104
CC(=O)Nc1ccc(S(=O)(=O)N2CCC(n3cnc4cc(F)ccc43)CC2)cc1	-21%	-6	70	76	-14%	-11	84	11	84
COc1ccc(C(C(O)C(=O)c2c[nH]c3ccccc23)N2CCN(c3ccccc3)CC2)cc1 (stereo not drawn)	-18%	-6	90	96	-2%	-11	124	11	124
CCS(=O)(=O)Nc1cccc(-c2nc3cccnc3s2)c1C	-8%	3	86	82	1%	22	46	-22	46
Cc1c(C(=O)N2CCCC2)nnn1-c1nonc1N	-4%	3	96	93	-3%	10	130	-10	130
COc1ccc(C)cc1Nc1cc(C)nc2nc(C)nn12	-57%	-32	25	57	-1%	·	·	·	·
COc1ccc(CN(C(=S)Nc2ccccc2)C2CC(=O)N(c3ccc(Cl)cc3)C2=O)cc1 (stereo not drawn)	10%	·	·	·	0%	-12	148	12	148
N#Cc1cc2c(nc1SCC1COc3ccccc3O1)CCC2 (stereo not drawn)	9%	·	·	·	-5%	20	96	-20	96
O=C(CSc1nnc2c3ccccc3c3ccccc3c2n1)Nc1ccccc1	7%	·	·	·	-30%	8	118	-8	118
Brc1ccccc1-c1nnc2sc(Cc3ccccc3)nn12	-24%	0	85	85	0%	-59	146	59*	146*
CCOc1ccc(-c2noc(=O)[nH]2)cc1	-6%	-2	90	92	-16%	2	116	-2	116
CC(NC(=O)OCc1ccccc1)C(=O)NCC1CCCO1 (stereo not drawn)	-10%	-7	90	97	-1%	7	179	-7	179
CCOc1ccc(S(=O)(=O)NCCN2CCOCC2)c2ccccc12	-38%	·	·	·	-10%	12	219	-12	219
Cc1nc2c(-c3ccc(F)cc3)c(C)nn2c(C)c1CCC(=O)N1CCN(c2ccccn2)CC1	-63%	2	85	83	-2%	-14	115	14	115

The listing continues.
SMILES	PLAP inhibitors HTS	MRP reversal	MRP reversal cytotoxicity	MRP reversal with doxorubicin	Bcl-B TR3 displacers	NFkB transloc inh	NFkB transloc inh cell count 2 µM	IL1B NFkB pot	IL1B NFkB pot cell count 2 µM
COc1ccc(-c2nc3n(n2)C(c2ccccc2)C2=C(CCCC2=O)N3)cc1OC (stereo not drawn)	-4%	1	87	86	-6%	10	92	-10	92
Cc1onc(-c2c(F)cccc2Cl)c1C(=O)Nc1ccc(S(=O)(=O)Nc2ncccn2)cc1	11%	7	109	102	0%	-22	173	22	173
Cc1ccccc1NC(=O)c1ccc(-c2ccc(Cl)cc2Cl)o1	-2%	-10	58	68	5%	2	145	-2	145
CC(=O)n1cc(C(C[N+](=O)[O-])SCCN)c2ccccc21 (stereo not drawn)	-11%	0	2	1	-10%	-2	116	2	116
CCN1CCN(CCNC(=O)C2CCN(Cc3nc(-c4ccc(Cl)cc4)oc3C)CC2)CC1	-71%	-5	95	100	-4%	·	·	·	·
Cc1ccc(C(=O)Nc2nnc(-c3ccncc3)s2)o1	5%	3	84	81	-7%	·	·	·	·
O=c1oc(-c2ccccc2NS(=O)(=O)c2ccccc2)nc2ccccc12	4%	·	·	·	5%	-3	170	3	170
